High-throughput results (PubChem BioAssay)
proCasp3 act: activates human procaspase-3. P42574. activation, % at 8.5 µM. 330,000 tested, 0.11% active. recombinant procaspase-3 D3A, Ac-DEVD-pNA absorbance 405 nm;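 active = activation above the mean of all tested compounds plus 3 SD, cut at about 21% in these data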;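 note: 0% = DMSO alone and 100% = DMSO wells spiked with extra 5 µM PC-3 D3A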
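System: Procaspase-3 D3A mutant. Medium: Zinc-free 300 mM NaCl, 50 mM HEPES, 0.01% Triton X-100. Schedule: 1 h preincubation plus 2 h reaction at 25 °C. Measured by: 405 nm absorbance of p-nitroaniline, reads at 0 and 120 min. Read-out: percent activation relative to control range.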
proCasp7 act: activates human procaspase-7, counter-screen for procaspase-3 activators; AID 463210; recombinant procaspase-7, Ac-DEVD-pNA absorbance 405 nm; D23A/D198A/D206A triple mutant, cannot self-cleave; scale: DMSO 0, 5 µM enzyme 100; activation, % at 8.5 µM; 330,000 tested, 0.093% active;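 active = percent activation above the screen-wide mean plus 3 SD, cut at about 25% in these data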
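Assay system: Uncleavable procaspase-7 mutant enzyme / Input: 2 µM procaspase-7 mutant as dispensed / Dosing: single nominal 8.5 µM compound dose, 0.8% DMSO final / Timing: 1 h enzyme–compound preincubation and 2 h substrate reaction, both 25 °C / Detection: p-Nitroaniline absorbance at 405 nm, read at 0 and 120 min / Replication: singlicate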
RPL19A TOR yeast: yeast TOR pathway RPL19A-GFP modulation | S. cerevisiae RPL19A-GFP strain, flow cytometry, 3 h; stronger effect = lower value | percent response vs DMSO, % at 10 µM | 330,000 tested, 0.3% active | AID 2025;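 active = percent response vs DMSO below 50%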;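 note: median channel GFP fluorescence of the barcoded RPL19A-GFP strain; ratio of sample median GFP to plate DMSO average so 100% = DMSO; lower means less RPL19A-GFP as with rapamycin TOR inhibition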
LAP4-GFP MLPCN: alters LAP4-GFP fluorescence in TOR pathway yeast screen; S. cerevisiae LAP4-GFP multiplex, flow cytometry GFP, 3 h; median GFP as percent of DMSO wells; GFP response vs DMSO, % at 10 µM; 320,000 tested, 0.34% active; AID 2023;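 active = GFP response vs DMSO above a set limit, about the screen mean plus 3 SD, cut at about 150% in these data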
ZTA counter: counter-screen for EBNA-1 inhibitors: inhibitors of Epstein-Barr virus ZTA | 320,000 tested, 0.15% active | ZTA-DNA binding, fluorescence polarization | inhibition, % at 11 µM | AID 2234; in the data active = inhibition above about 33%
MEP2-GFP yeast: yeast TOR pathway MEP2-GFP modulation; S. cerevisiae MEP2-GFP strain, flow cytometry GFP, 3 h; 100% = DMSO control level; GFP response vs DMSO, % at 10 µM; 330,000 tested, 0.51% active; AID 2016;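 active = GFP response versus DMSO above a set limit, roughly screen mean plus 3 SD, cut at about 180% in these data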;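 note: median GFP fluorescence of the barcode-gated MEP2-GFP cells per well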
AHR act: activators of human aryl hydrocarbon receptor; activation, % at 5 µM; AID 2796; 320,000 tested, 2.5% active; AHR-responsive luciferase reporter cells, luminescence; in the data active = activation above about 47%;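 note: 0% = vehicle wells and 100% = reference agonist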
EBNA-1 inh: blocks EBNA-1 binding to DNA. AID 1950. inhibition, % at 14.8 µM. 300,000 tested, 0.34% active. EBNA-1 DNA binding, fluorescence polarization; in the data active = inhibition above about 28%
* hit, by the source's call; x = not tested or not shown.

SMILES	proCasp3 act	proCasp7 act	RPL19A TOR yeast	LAP4-GFP MLPCN	ZTA counter	MEP2-GFP yeast	AHR act	EBNA-1 inh
Cc1cccc(N(C)S(=O)(=O)c2cccc3nsnc23)c1	-1	1	95	105	-5	101	0	2
CC1CC(C)(C)NC(=S)N1CC(=O)N(C)Cc1ccccc1 (stereo unspecified)	-7	-5	100	93	-14	91	3	-8
CC(C)[C@H](NC(=O)c1ccc(Cl)cc1Cl)C(=O)NNc1cccc(C(=O)O)c1	2	-4	96	95	x	98	-1	x
Cc1cccc(N2CC(C(=O)Nc3ccc(S(=O)(=O)N4CCOCC4)cc3)CC2=O)c1 (stereo unspecified)	4	11	99	119	13	97	1	-6
COc1ccc(C2=NN(C(=O)CCC(=O)O)C(c3ccccc3F)C2)cc1 (stereo unspecified)	0	10	92	85	7	92	-2	-5
COc1ccc(OC)c(-c2nc3ccccc3nc2-c2ccccc2)c1	-11	7	98	103	0	86	1	-3
Cc1ccc(OCCOCCn2cnc3ccccc3c2=O)cc1C	6	9	102	121	4	91	1	9
Cc1ccc(S(=O)(=O)N(CCCN2CCCC2=O)Cc2cc3c(C)ccc(C)c3[nH]c2=O)cc1	8	-2	96	95	1	99	-1	1
O=C1NC2(O)C(=O)c3ccccc3C2(O)N1 (stereo unspecified)	7	8	96	96	11	95	0	6
CC(C)C(=O)N(c1cc2sc(=O)oc2c2ccccc12)S(=O)(=O)c1cccs1	-16	-29	101	104	14	102	22	-5
COC(=O)c1cn(NC(=O)C2COc3ccccc3O2)c(=O)c2ccccc12 (stereo unspecified)	4	6	96	90	-11	91	2	-13
COc1cc(C(=O)NCc2nnc(SCC(=O)N3CCCCC3)o2)cc(OC)c1OC	-1	0	99	x	20	106	-4	12
CC(C)NC(=O)c1c(O)c2ccccc2[nH]c1=O	-7	8	99	98	16	93	21	6
COc1ccc(-n2c(SC)nc(O)c(Cc3ccccc3)c2=O)cc1	1	9	101	108	8	102	-4	3
Cc1cccc[n+]1CCCCCCCCCC[n+]1ccccc1C	1	2	91	110	0	69	-1	-1

15 successive entries already listed, quoted:
SMILES	proCasp3 act	proCasp7 act	RPL19A TOR yeast	LAP4-GFP MLPCN	ZTA counter	MEP2-GFP yeast	AHR act	EBNA-1 inh
Cc1cccc(N(C)S(=O)(=O)c2cccc3nsnc23)c1	-1	1	95	105	-5	101	0	2
CC1CC(C)(C)NC(=S)N1CC(=O)N(C)Cc1ccccc1 (stereo unspecified)	-7	-5	100	93	-14	91	3	-8
CC(C)[C@H](NC(=O)c1ccc(Cl)cc1Cl)C(=O)NNc1cccc(C(=O)O)c1	2	-4	96	95	x	98	-1	x
Cc1cccc(N2CC(C(=O)Nc3ccc(S(=O)(=O)N4CCOCC4)cc3)CC2=O)c1 (stereo unspecified)	4	11	99	119	13	97	1	-6
COc1ccc(C2=NN(C(=O)CCC(=O)O)C(c3ccccc3F)C2)cc1 (stereo unspecified)	0	10	92	85	7	92	-2	-5
COc1ccc(OC)c(-c2nc3ccccc3nc2-c2ccccc2)c1	-11	7	98	103	0	86	1	-3
Cc1ccc(OCCOCCn2cnc3ccccc3c2=O)cc1C	6	9	102	121	4	91	1	9
Cc1ccc(S(=O)(=O)N(CCCN2CCCC2=O)Cc2cc3c(C)ccc(C)c3[nH]c2=O)cc1	8	-2	96	95	1	99	-1	1
O=C1NC2(O)C(=O)c3ccccc3C2(O)N1 (stereo unspecified)	7	8	96	96	11	95	0	6
CC(C)C(=O)N(c1cc2sc(=O)oc2c2ccccc12)S(=O)(=O)c1cccs1	-16	-29	101	104	14	102	22	-5
COC(=O)c1cn(NC(=O)C2COc3ccccc3O2)c(=O)c2ccccc12 (stereo unspecified)	4	6	96	90	-11	91	2	-13
COc1cc(C(=O)NCc2nnc(SCC(=O)N3CCCCC3)o2)cc(OC)c1OC	-1	0	99	x	20	106	-4	12
CC(C)NC(=O)c1c(O)c2ccccc2[nH]c1=O	-7	8	99	98	16	93	21	6
COc1ccc(-n2c(SC)nc(O)c(Cc3ccccc3)c2=O)cc1	1	9	101	108	8	102	-4	3
Cc1cccc[n+]1CCCCCCCCCC[n+]1ccccc1C	1	2	91	110	0	69	-1	-1

Following part:
SMILES	proCasp3 act	proCasp7 act	RPL19A TOR yeast	LAP4-GFP MLPCN	ZTA counter	MEP2-GFP yeast	AHR act	EBNA-1 inh
CCN(CC)C(=O)OCc1c(-c2ccccc2)ncc2ccccc12	-1	10	100	90	1	85	-1	x
CCO[C@H]1OC(C(=O)Nc2ccccc2)=C[C@@H](c2csc3ccccc23)[C@@H]1CCCO	-5	3	x	x	3	x	3	-9
COc1ccc2c(c1)c1c(n2C(C)=O)C(OC(C)=O)=NCC1	-2	-2	94	105	-2	85	-2	-1
Cc1cccc(NC(=O)CSC(N)=O)c1C	-10	-13	99	102	8	101	0	-2
Nc1nc(-c2cccnc2)nn1C(=O)CCc1ccccc1	11	2	102	95	-1	101	1	-4
COc1ccc(CN2C[C@H](Cc3ccccc3)[C@@H](CC(=O)Nc3ccccc3)C2=O)cc1	-4	-6	97	134	11	95	1	9
CCN(CC)S(=O)(=O)c1ccc(N/N=C(\C)c2ccncc2)c([N+](=O)[O-])c1	0	-2	109	88	-10	101	2	-5
CN(CC(=O)Nc1ccc(F)cc1)C(=O)CCc1nc2sc3c(c2c(=O)[nH]1)CCCC3	1	12	97	95	0	96	8	-6
Cc1cc(NC(=O)c2nn(C)c(C)c2[N+](=O)[O-])no1	2	-9	103	107	-15	109	0	-19
O=C(Nc1cccc([N+](=O)[O-])c1)c1ccc2snnc2c1	-7	1	112	67	-4	104	36	-1
Cc1cc(C)c(NC(=O)COC(=O)C2CCC(=O)N2)c(C)c1 (stereo unspecified)	-4	8	101	98	8	102	0	-2
NC(=O)COC(=O)CNC(=O)c1ccc(Cl)cc1	7	-4	92	91	6	92	-2	-16
COC(=O)Cn1c(O)c(N=NC(=O)OC)c2ccccc21	-3	-7	98	112	0	118	3	10
COc1ccc(C(=O)Nc2c(C)csc2C(=O)O)cc1	-9	-8	104	110	-6	128	4	0
COc1ccc(OC)c(C2NC(=S)NC(C)=C2C(=O)Nc2ccccn2)c1 (stereo unspecified)	-10	-10	103	90	20	107	1	7

Complete entries, looked up by structure.
`CC1CC(C)(C)NC(=S)N1CC(=O)N(C)Cc1ccccc1` (stereo unspecified) reads proCasp3 act = -7; proCasp7 act = -5; RPL19A TOR yeast = 100; LAP4-GFP MLPCN = 93; ZTA counter = -14; MEP2-GFP yeast = 91; AHR act = 3; EBNA-1 inh = -8
`COc1ccc2c(c1)c1c(n2C(C)=O)C(OC(C)=O)=NCC1` reads proCasp3 act = -2; proCasp7 act = -2; RPL19A TOR yeast = 94; LAP4-GFP MLPCN = 105; ZTA counter = -2; MEP2-GFP yeast = 85; AHR act = -2; EBNA-1 inh = -1

(next part)
SMILES	proCasp3 act	proCasp7 act	RPL19A TOR yeast	LAP4-GFP MLPCN	ZTA counter	MEP2-GFP yeast	AHR act	EBNA-1 inh
COc1ccc(C2SCCN2S(=O)(=O)c2ccccc2)cc1 (stereo unspecified)	7	5	97	115	-7	109	4	3
CCNC(=S)N1C2CCC1CC(NC(=O)NC1CCCCC1)C2 (stereo unspecified)	8	2	98	93	1	101	-1	0
CCCOc1cc(C)c(S(=O)(=O)n2nnc3ccccc32)cc1C	-2	11	99	105	4	110	-1	6
O=C(CN1CCOCC1)NN=C(c1ccccc1)c1ccccc1	5	5	95	121	4	115	-1	-1
CCOc1ccc(C(C)=O)cc1Cc1c(O)nc(N)[nH]c1=O	2	-2	103	106	-7	100	5	-3
Cc1cccc(NC(=O)Cn2c(O)c(N=NC(=O)c3ccccc3O)c3ccccc32)c1	4	-11	105	110	-13	125	27	14
CCn1nnnc1SCC(=O)Nc1ccc(OC)cc1	-9	13	101	96	-7	103	1	-11
CSc1ccccc1OCc1cc(C(=O)N(C)Cc2c(C)n[nH]c2C)no1	10	3	104	102	4	106	9	5
COc1ccccc1NC(=O)Nc1ccc(-n2ccc(C(F)(F)F)n2)cc1	-3	-3	104	100	5	110	-4	-2
CCCC(=O)N(CCc1ccc(OC)cc1)Cc1nc2ccccc2c(=O)[nH]1	3	12	98	99	-10	102	3	7
C=CCNC(=O)C(C)N1C(=O)c2ccccc2C1=O (stereo unspecified)	-4	-1	96	101	8	97	-6	11
O=C(c1cc(-c2ccccc2)on1)N1CCCCCC1	-1	-5	100	108	-3	97	-3	-9
Cc1ccc(OC/C(=N\O)C(C)(C)C)c([N+](=O)[O-])c1	-6	-1	101	97	-8	94	3	-8
CC1CCN(c2cc(=O)n(C3CCCCC3)c(=O)[nH]2)CC1	-44	-1	102	112	1	99	5	-12
CS(=O)(=O)c1ccc(Cl)c(NC(=O)c2cc(S(=O)(=O)N3CCOCC3)ccc2N2CCCC2)c1	4	-2	108	108	-1	109	0	-5
Cc1sc2ncnc(SCC(=O)Nc3cccc(S(N)(=O)=O)c3)c2c1C	0	-5	95	91	x	101	2	x
CS(=O)(=O)Cc1cc(Sc2ccccc2)nc(-c2ccncc2)n1	-2	5	96	99	4	95	-1	4
CC(NC(=O)COc1ccccc1)C(=O)NC1=NCCS1 (stereo unspecified)	8	2	106	112	4	113	0	5
COc1ccc(OC)c(-c2csc(N(Cc3ccco3)C(=O)c3ccco3)n2)c1	-1	1	89	96	-3	96	15	17
Cc1ccc(/C=N/NC(=O)c2cc(C)oc2C)o1	-4	-8	103	99	9	101	13	1
Cc1cccn2c(=O)c(C=NCCO)c(Nc3ccc(Cl)cc3)nc12	0	-7	112	114	-19	110	4	8
CCOc1ccc(NC(=O)CSc2nnc(Cn3c(=O)sc4ccccc43)n2C)cc1	-7	-1	105	101	6	120	9	-2
O=C(CSc1nnc(-c2ccccc2Br)o1)N1CCOCC1	8	6	106	89	-2	108	9	-9
Cc1cc(C)c2nc3c(c(C(=O)O)c2c1)CCC3	10	5	98	103	1	97	-1	3
CC1=Nc2nc(N3CCCCCC3)c(C#N)c3c4c(nc(c23)N1)N(c1ccc2ccccc2c1)C(=O)C4	10	6	94	95	-3	102	-7	4
Cc1cccc(C(=O)NNS(=O)(=O)c2ccc(F)cc2)c1	0	3	104	95	-7	104	4	-4
CCOc1ccccc1OCCCC(=O)NNC(=O)c1ccc(F)cc1	9	10	100	97	x	101	4	x
CCC1=NN2C(=N)/C(=C\c3ccc(OCCOc4ccccc4)c(OC)c3)C(=O)N=C2S1	-1	10	101	86	0	122	0	9
CC(=O)OC(C(=O)NC1CCCCC1)c1cccc(C)c1 (stereo unspecified)	-1	2	104	103	3	101	-2	3
Cc1nnc(SC(C)C(=O)NCC2CCCO2)s1 (stereo unspecified)	0	2	103	108	1	106	1	x
CCCn1c(-c2cc(OC)c(OC)c(OC)c2)nc2c1c(=O)[nH]c(=O)n2Cc1ccccc1	11	2	100	99	5	97	4	9
Cc1ccc(C)c(C(=O)COc2ccccc2[N+](=O)[O-])c1	2	-19	105	73	-8	76	29	-10
O=C(NCCN1CCOCC1)c1ccccc1N1C(=O)[C@@H]2Cc3c([nH]c4ccccc34)C(c3ccc(F)cc3)N2C1=O (stereo partly specified)	2	9	96	109	-7	102	11	3
NNc1ccc2nnc(C(F)(F)C(F)(F)C(F)(F)F)n2n1	8	3	103	96	5	107	4	4
